# Bioassay records (PubChem BioAssay)
# miR-122 sensor – inhibitors of miR-122 in Huh7 cells; 340,000 compounds, 0.3% hits; activation (reporter increase), % at 12.5 µM; Huh7 miR-122 Renilla luciferase sensor, 48 h; neutral wells = 0, positive control = 100;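 active means mean replicate activation score at least 90 and every replicate individually at or above 90; inconclusive means only one of the two criteria met; inactive means neither criterion met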;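 further: higher luciferase means less miR-122 activity so hits act as miR-122 inhibitors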
# The depositor's hits bear a star; ? = inconclusive.
canonical_smiles	miR-122 sensor
CC(=O)c1cccc(NC(=O)C2CC(c3ccc(F)cc3)=NO2)c1 (configuration not stated)	-3
CC(C)(C)OC(=O)NCCc1nnc(S(=O)(=O)Cc2ccc(Cl)cc2Cl)o1	-3
CCOC(=O)c1c(C)[nH]c(C(=O)CSc2ccccc2)c1C	0
Cn1c(=O)c2c(nc(CN3CCC(Cc4ccccc4)CC3)n2CCN2CCOCC2)n(C)c1=O	4
COc1ccc(CCNC(=O)c2nnn(-c3cccc(C)c3)c2N)cc1OC	-3
COc1cc(/C=N/NC(=O)CNC(=O)c2ccc3c(c2)OCCO3)ccc1O	-1
O=C1C=C(N2CCN(C(=O)c3ccccc3)CC2)C2(CCCCC2)O1	-3
CCOC(=O)COc1ccc(/C=C2/SC(=Nc3ccccc3)N(Cc3cccnc3)C2=O)cc1OC	-3
O=S(=O)(NCc1ccncc1)c1ccc(Br)s1	18
O=S(c1ccsc1)c1ccsc1	-2
O=S(=O)(NC1CC(NS(=O)(=O)OCC(Cl)(Cl)Cl)C2CCCCC12)OCC(Cl)(Cl)Cl (configuration not stated)	47
CCc1ccccc1NC(=S)/N=C(\N)Nc1nc(C)c2cc(C)ccc2n1	-1
CN1CCN(C(=O)CCCOc2ccc(Cl)cc2Cl)CC1	-19
O=S(=O)(Nc1ccccn1)c1ccc(Oc2ccccc2)cc1	25
Cc1ccc(C(=O)CC2(O)C(=O)N(CCc3ccccc3)c3ccc(Br)cc32)o1 (configuration not stated)	9
Cc1ccc(-c2c(C#N)c(N)nc3c2CCCCCC3)o1	3
CCN(CC)C(=O)C1=C(C)NC(=O)NC1c1c(F)cccc1Cl (configuration not stated)	-4
COc1cccc(-n2nc(C(=O)Nc3ccc4c(c3)OCO4)c3ccccc3c2=O)c1	-2
Cc1cc(C)n(Cc2ccc(Cl)cc2Cl)c(=O)c1S(=O)(=O)c1ccccc1	7
CC(C)c1ccc(NC(=O)CCNS(=O)(=O)c2cccc3nsnc23)cc1	-2
Cc1ccc(-c2csc3nc[nH]c(=S)c23)cc1C	0
CCCCC(=O)Nc1nc2c(s1)COc1ccccc1-2	5
CCOC(=O)CC1=C(C(=O)OCC)C(c2cccs2)C(C#N)=C(N)O1 (configuration not stated)	7
O=C(N/N=C/C1CC=CCC1)c1ccc(O)cc1O (configuration not stated)	3
CCCCCCCCS(=O)C1CCS(=O)(=O)C1 (configuration not stated)	-3
O=S(=O)(c1cccc(S(=O)(=O)N2CCN(c3ncccn3)CC2)c1)N1CCOCC1	-8
COc1ccc(NC(=O)[C@@H](NC(=O)c2ccccc2)C(C)C)cc1S(=O)(=O)N1CCCCC1	-5
Cc1cc(NC(CC(C)C)C(=O)O)nc(Cc2ccccc2)n1 (configuration not stated)	-7
Cc1ccc(S(=O)(=O)/N=C(\Sc2ccccc2)c2ccccc2)cc1	-2
CN1C=CC2=C(C#N)C(N)C(C#N)(C#N)[C@H](c3ccccc3)[C@H]2C1 (some centres not stated)	-5
O=C(c1cccn2c(=O)c3cc(Br)ccc3nc12)N1CCN(c2ccccn2)CC1	9
CCN1CCN(C(c2ccc(OC)c(OC)c2)c2nnnn2C(C)(C)C)CC1 (configuration not stated)	-1
CCOc1ccc2[nH]c(=O)c(CN(CCc3ccccc3)C(=O)N3CCCC3)cc2c1	-3
COc1ccc(CNS(=O)(=O)c2ccc(C3CNC(=O)C3)cc2)cc1 (configuration not stated)	-3
Cn1c(Cc2ccccc2)nnc1SCC(=O)c1cccs1	-4
O=C(COC(=O)c1cc(S(=O)(=O)N2CCOCC2)ccc1F)c1ccc[nH]1	2
CCCCSc1cnn(-c2ccccc2)c(=O)c1SCCCC	-4
CCn1c(Cc2cccc3ccccc23)nnc1SCC(=O)Nc1nccs1	3
O=C1OC(c2ccc(Cl)cc2)=N/C1=C\c1cccnc1	8
CCOC(=O)C1=C(N2CCCCC2)c2cc3c(n2C1=O)CCCC3	-4
NC(=O)C(c1ccc(Cl)cc1)c1ccc(Sc2ccccc2)nn1 (configuration not stated)	0
O=C(COc1ccc2ccccc2c1)N1CCCC1	-1
Cc1cc(N2C(=O)C(O)=C(C(=O)c3cccs3)C2c2ccccc2)no1 (configuration not stated)	-3
CCn1c(NCc2cc(OC)ccc2OC)nc2ccccc21	-9
O=C(NCc1csc(-c2ccccc2)n1)c1ccco1	-7
COc1ccccc1N1CCN(Cc2nc3ccsc3c(=O)[nH]2)CC1	-1
O=C(c1ncn[nH]1)N1CCN(c2nc(-c3ccccc3)cs2)CC1	1
CCOC(=O)CN1C(=O)c2ccccc2C1=O	7
Cc1ccc(NC(=O)CN2C(=O)NC3(CCC(C)CC3)C2=O)c(Cl)c1 (configuration not stated)	1
Cc1ccccc1-c1noc(-c2ccccc2C(=O)N2CCCC2)n1	7

# Remaining list, next part
canonical_smiles	miR-122 sensor
O=C(Nc1ccccc1)N1CCc2ccccc21	2
O=C(CCCCCN1C(=O)c2ccccc2C1=O)NC1CCCC1	-6
O=C(NCc1ccccc1)C(c1cccs1)N(Cc1cccs1)C(=O)c1cnccn1 (configuration not stated)	4
Cc1ccc2[nH]c(C)c(CCNC(=O)c3cc4cc([N+](=O)[O-])ccc4oc3=O)c2c1	-2
Cc1ccc2nc(-c3ccc(NS(=O)(=O)c4ccc(F)cc4)cc3)sc2c1	10
Cc1cc(C(=S)N2CCOCC2)c(C)n1-c1ccc(Cl)cc1	-6
Cc1ccc(-c2oc3ncnc(N)c3c2-c2ccc(C)cc2)cc1	-11
CCOC(=O)c1ccc(S(=O)(=O)N2CCN(S(=O)(=O)CC)CC2)cc1	-4
CCOC(=O)c1c(N)sc2c1CCC(C)C2 (configuration not stated)	-4
COc1ccc(NC(=O)Nc2nnc(C(C)C)s2)cc1	3
Cn1nc([N+](=O)[O-])nc1Sc1ccc(C(C)(C)C)cc1	-6
O=C(CCc1c[nH]c2ccccc12)NCC1CCCO1 (configuration not stated)	6
CC(C)CNS(=O)(=O)c1ccc2c(c1)OCCO2	?
CC(=O)c1cc(C)ccc1OC(=O)c1cccnc1	-1
Cc1ccc(N2C(=O)Nc3ccc(Br)cc3C2(O)C(=O)NCCCN(C)C)cc1C (configuration not stated)	7
Cc1ccc(N2C(=O)N3[C@H](c4ccc(F)cc4)[C@@H]4C(=O)N(C5CCCCC5)C(=O)[C@@H]4[C@]3(C)C2=O)cc1	-2
O=C(Nc1ccccc1F)c1ccncc1	-6
COCCNCCOCCOc1cccc(OC)c1	0
CCOC(=O)CN1C(=O)NC2NC(=O)NC21 (configuration not stated)	3
CCC(C)(C)C1CCC2(CC1)NC(=O)N(CC(=O)Nc1nc(-c3ccc(C)cc3)cs1)C2=O (configuration not stated)	-1
CN(C(=O)c1ccccc1NC(=O)C(F)(F)F)c1ccccc1	3
O=C(COc1c(F)c(F)c(C(F)(F)F)c(F)c1F)Nc1ccc(N2CCOCC2)c(Cl)c1	5
COC(=O)CN(c1ccccn1)S(=O)(=O)c1ccccc1	10
CCOC(=O)c1c(C)oc2c(CN3CCN(C)CC3)c(Br)c(OC)c(O)c12	6
Cc1cccc(N2CCN(C(=O)C34CC5CC(CC(C5)C3)C4)CC2)c1C	-5

# By substructure, those above containing an NH in an aromatic ring (8)
canonical_smiles	miR-122 sensor
CCOC(=O)c1c(C)[nH]c(C(=O)CSc2ccccc2)c1C	0
Cc1ccc(-c2csc3nc[nH]c(=S)c23)cc1C	0
CCOc1ccc2[nH]c(=O)c(CN(CCc3ccccc3)C(=O)N3CCCC3)cc2c1	-3
O=C(COC(=O)c1cc(S(=O)(=O)N2CCOCC2)ccc1F)c1ccc[nH]1	2
COc1ccccc1N1CCN(Cc2nc3ccsc3c(=O)[nH]2)CC1	-1
O=C(c1ncn[nH]1)N1CCN(c2nc(-c3ccccc3)cs2)CC1	1
Cc1ccc2[nH]c(C)c(CCNC(=O)c3cc4cc([N+](=O)[O-])ccc4oc3=O)c2c1	-2
O=C(CCc1c[nH]c2ccccc12)NCC1CCCO1 (configuration not stated)	6

# (cont.)
canonical_smiles	miR-122 sensor
CCOc1ccccc1NC(=O)C1CC(=O)n2ncnc2N1 (configuration not stated)	0
COc1ccc(NC(=O)CN2CCN(S(=O)(=O)c3ccc(F)cc3)CC2)cc1Cl	-6
CNC(=O)c1cc2cc(Cl)cc(OC)c2oc1=O	-1
C[C@H](NC(=O)Nc1cccc(C(F)(F)F)c1)C(=O)O	-1
Cc1nc(NCCc2ccccc2)c2oc3ccccc3c2n1	-5
O=C(Nc1nnc(Cc2ccc(Cl)cc2)s1)c1cccs1	-17
C[C@@]12C(=O)Nc3ccc(Br)cc3C(=O)N1[C@H]1c3cc(Cl)ccc3OC[C@@H]1[C@@H]2c1ccccc1	-6
Nc1nonc1C(=O)NCCN=Cc1cc(Cc2ccccc2)cc(Br)c1O	2
COc1ccc(NC(=O)CCSc2ccc3ccccc3n2)cc1	4
CCCCC1(CC)C(=O)NC(=O)NC1=Nc1ccc(OC)cc1 (configuration not stated)	-7
Cc1cc(C(F)F)n2ncc(C(=O)NC3CCCCCC3)c2n1	-1
CCOC(=O)C1=C(C)NC2=C(C(=O)CC(c3cccs3)C2)C1c1cccs1 (configuration not stated)	95*
CCCC(=O)c1ccc(N2CCN(S(=O)(=O)c3ccccc3)CC2)c(F)c1	-7
CC1=C(C#N)C(NC(=O)c2ccc(C)cc2)(C(F)(F)F)C(=O)N1 (configuration not stated)	12
CCOc1ccc(S(=O)(=O)n2nc(C)cc2C)c2ccccc12	17
C=CCn1c(Cc2csc(N)n2)nnc1SCC(=O)Nc1ccc(C(=O)OCC)cc1	5
CCCCC(CC)C1OCC(CN2CCCC2)O1 (configuration not stated)	-11
CC1(C)C(=O)N(OCc2ccccc2)C(C)(C)C(=O)N1OCc1ccccc1	-10
C=C(C)c1cccc(C(C)(C)NC(=O)N2CCN(C)CC2)c1	-12
O=C(Cn1nc(-c2ccccc2F)ccc1=O)NCc1ccc2c(c1)OCO2	-3
Cn1nccc1C(=O)Nc1ccccc1C(=O)O	1
Cc1cccc(C)c1NC(=O)CN1C(=O)S/C(=C\c2cccn2-c2cccc(C(=O)O)c2)C1=O	-4
O=C(N/N=C\c1ccc(Sc2ccccn2)o1)c1cccc(Br)c1	0
O=C(OCc1nc2ccccc2s1)c1cccs1	5
CCOC(=O)c1c(C)[nH]c(N=Nc2ccc(C)cc2)c1C	-2

# Part of the list above, as labelled records:
CC1(C)C(=O)N(OCc2ccccc2)C(C)(C)C(=O)N1OCc1ccccc1
  miR-122 sensor: -10

C[C@@]12C(=O)Nc3ccc(Br)cc3C(=O)N1[C@H]1c3cc(Cl)ccc3OC[C@@H]1[C@@H]2c1ccccc1
  miR-122 sensor: -6

O=C(Cn1nc(-c2ccccc2F)ccc1=O)NCc1ccc2c(c1)OCO2
  miR-122 sensor: -3

CCOc1ccccc1NC(=O)C1CC(=O)n2ncnc2N1 (configuration not stated)
  miR-122 sensor: 0

# (further entries)
molecule	miR-122 sensor
CN(/N=C/c1ccncc1)c1cnn(-c2ccc(F)c(Cl)c2)c(=O)c1Cl	1
Cc1cc(N2CCN(C(c3ccccc3)c3ccccc3)CC2)n2ncnc2n1	2
CCOC(=O)c1c(C)n(C)c2ccc(OC(C)C(=O)OC)cc12 (configuration not stated)	3
Cc1ccc(C)c2[nH]c(=O)c(CN(CCN3CCCC3)C(=O)Nc3cccc(Cl)c3)cc12	9
CC1=Nn2c(nc(-c3ccccc3)c2-c2ccccc2)N(CC(N)=O)C(=O)C1	-6
CCN(CC)CCN1C(=O)C2C3c4ccccc4C(c4ccccc43)C2C1=O (configuration not stated)	4
Cc1ccc(C(=O)N2CC(C)OC(C)C2)c(Cl)c1 (configuration not stated)	-1
NC(=S)Nc1cccc2cc3ccccc3cc12	45
CCOC(=O)c1c(-n2cnnn2)sc(C)c1C	1
Cc1nn(Cc2ccc(Cl)cc2)c(C)c1N	-3
CC(C)(C)c1nc2scc(-c3cccs3)c2c(=O)o1	-5
O=C(Oc1ccc(Cl)cc1N1C(=O)CCC1=O)c1ccco1	7
O=C(NCCc1ccccc1)C1(c2ccccc2)CC1(Cl)Cl (configuration not stated)	-6
O=C(N/N=C/c1ccc(O)cc1)c1nc(-c2ccccc2)n(-c2ccccc2)n1	-2
O=C(NCc1ccco1)C(c1cccs1)N(Cc1ccccc1)C(=O)Cn1nnc2ccccc21 (configuration not stated)	25
CC(=O)NCCc1ccc(S(=O)(=O)NCc2ccc3c(c2)OCO3)cc1	5
c1ccc(Cn2c(CNc3nc4ccccc4n3CCN3CCOCC3)nc3ccccc32)cc1	-4
O=C(Cc1cccs1)N1CCN(c2ccc(F)cc2)CC1	-1
CC1(C)Cn2c(nnc2-c2ccccc2)S1	0
N#Cc1c(NC(=O)CSc2n[nH]c(Cc3ccccc3)n2)oc(-c2ccccc2)c1-c1ccccc1	0
O=C(O)CNS(=O)(=O)c1ccc(Br)s1	-1
CSc1ccc(S(=O)(=O)Nc2ccc(S(=O)(=O)Nc3ccc(C)cc3)cc2)cc1	32
CC(C)C(O)P(=O)(OCc1ccccc1)c1ccc(N(C)C)cc1 (configuration not stated)	19
CCOC(=O)c1sc(NC(=O)CSc2nnc(-c3ccc(OC)cc3)n2CCOC)nc1C	-3
Cc1c(Br)c([N+](=O)[O-])nn1C(C)C(=O)NCc1cccnc1 (configuration not stated)	3
O=C(CSc1nnc(CNC(=O)c2cccs2)o1)NC1CCCC1	-8
COc1ccc(OC)c2c(N)c(C#N)c(C(F)(F)C(F)(F)F)nc12	-2
CN(C)c1ccc(NC(=O)c2ccc(COc3cccc(Cl)c3)o2)cc1	5
Cn1ncc(C#N)c1/N=C/N(Cc1ccccc1)Cc1ccccc1	16
CC(=O)Nn1cnc2c(c1=O)C1(CCCC1)Cc1ccccc1-2	-15
CC1(C)CC(=O)C(C=NCCCn2ccnc2)=C(O)C1	-2
Cc1ccc(/C=C/c2nc3ccccc3s2)s1	3
COC(=O)[C@H](CCSC)NC(=O)N1CCN(Cc2ccccc2)CC1	-3
CCOC(=O)C1=C(C(F)(F)F)Nc2ncnn2C1c1cc(OC)c(OC)cc1OC (configuration not stated)	-4
O=C(C1Cc2ccccc2CN1S(=O)(=O)c1ccc(F)cc1)N1CCCCCC1 (configuration not stated)	56

# This is a subset; rates above refer to the full screens.
